LmPK inhibitor: qHTS Assay for Inhibitors of Leishmania Mexicana Pyruvate Kinase (LmPK) | Q27686 | purified LmPK, Kinase-Glo ATP luminescence, 1 h | Potency, µM (doses to about 57.5 µM), inactives show top-dose activity change, negative = inhibition, usual class: inhibitors | hit rate 0.37% among 290,000 | AID 1721, 2009; also: potency is read from the fitted curve at half-maximal effect; % is scaled to controls: 0 for no effect and ±100 for the full control effect
Target sequence (Q27686 whole entry, looked up): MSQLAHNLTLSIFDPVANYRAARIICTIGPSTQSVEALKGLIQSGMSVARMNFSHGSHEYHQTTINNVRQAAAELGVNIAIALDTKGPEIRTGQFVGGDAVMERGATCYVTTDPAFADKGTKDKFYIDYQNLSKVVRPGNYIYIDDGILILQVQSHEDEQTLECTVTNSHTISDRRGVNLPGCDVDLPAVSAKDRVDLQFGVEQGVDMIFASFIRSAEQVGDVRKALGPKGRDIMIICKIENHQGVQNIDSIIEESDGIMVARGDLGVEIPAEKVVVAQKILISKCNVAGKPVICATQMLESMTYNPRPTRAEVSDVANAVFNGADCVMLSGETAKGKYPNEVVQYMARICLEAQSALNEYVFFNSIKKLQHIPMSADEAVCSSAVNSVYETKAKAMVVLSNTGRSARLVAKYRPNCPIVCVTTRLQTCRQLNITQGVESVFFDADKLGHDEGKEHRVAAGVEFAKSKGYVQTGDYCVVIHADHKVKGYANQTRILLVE
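Screened at intermediate enzyme activity to detect both inhibitors and activators: LmPK at 0.1 nM, with a 0.5 nM enzyme column as activation reference. PEP 0.5 mM, ADP 0.1 mM; ATP detected by luminescence after 1 h.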
AMA1 RON2 block: qHTS for Inhibitors of AMA1-RON; Towards Development of Antimalarial Drug Lead: Primary Screen; AlphaScreen AMA1-biotinylated RON2 peptide binding; Plasmodium falciparum AMA1 (3D7) - RON2 peptide interaction; hit rate 0.2% among 360,000; Potency, µM (doses to about 58.2 µM), inactives show at the top dose activity change, negative = inhibition, most hits filed as inhibitors;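 also: potency is read from the fitted curve at half-maximal effect; 0% = vehicle wells and -100% = peptide control; nearly all actives have a fitted effect of over 45% in size; some results filed as inactive show a strong effect at the top dose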
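AMA1 (3D7) with his tag at 25 nM final met compounds first, then biotinylated RON2 peptide at 25 nM; detection used donor plus acceptor beads, 10 µg/mL apiece, read by AlphaScreen after 30 min at room temperature.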
Pf growth 48h: Primary qHTS for delayed death inhibitors of the malarial parasite plastid, 48 hour incubation; P. falciparum luciferase growth in erythrocytes, 48 h; AID 504832, 2011; hit rate 5.9% among 310,000; Potency, µM (series often up to 28.7 µM), without a hit: at the top dose activity change, negative = inhibition, usual class: inhibitors; also: potency is read from the fitted curve at half-maximal effect; % is scaled to controls: 0 for no effect and ±100 for the full control effect
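Cell-based growth assay: transgenic P. falciparum expressing firefly luciferase, cultured in red cells within RPMI 1640 containing 0.5% w/v Albumax, 24 mM bicarbonate and gentamycin. A drop in luciferase activity indicates inhibition.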
CHX counter: Cycloheximide Counterscreen for Small Molecule Inhibitors of Shiga Toxin. hit rate 12% among 300,000. max response, %. AID 2314, 2010. cell reporter, cycloheximide protein synthesis inhibition counterscreen; in the data active = max response mostly above about 13%, no sharp cut-off; inactive = mostly below about 14%; also: read at 38.3 µM for the half of the compounds with a filed dose; 0% is about no effect
Pf growth 96h: Primary qHTS for delayed death inhibitors of the malarial parasite plastid, 96 hour incubation; P. falciparum luciferase reporter growth, 96 h; Potency, µM (highest dose often 28.7 µM), for inactives: top-dose activity change, negative = inhibition, usual class: inhibitors; hit rate 6.9% among 320,000; AID 504834, 2011; also: potency is read from the fitted curve at half-maximal effect; % is scaled to controls: 0 for no effect and ±100 for the full control effect
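P. falciparum expressing integrated firefly luciferase, in erythrocytes at 2% hematocrit, 0.05% parasitemia, incubated with compounds 96 h at 37 C, 5% CO2. Growth inhibition read as loss of luminescence; two-generation exposure targets delayed-death apicoplast inhibitors.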
Shiga toxin inh: A qHTS for Small Molecule Inhibitors of Shiga Toxin; Vero cells, Shiga toxin protein synthesis inhibition reporter; inhibition, % at 38.7 µM; hit rate 9.2% among 290,000; in the data active = inhibition mostly above about 28%, no sharp cut-off; inactive = mostly below about 43%; also: 0% is about no effect
TbPYK inhibitor: qHTS of Trypanosoma Brucei Inhibitors; pyruvate kinase (Trypanosoma brucei), Q57TT1; TbPYK enzyme, Kinase-Glo Plus ATP luminescence, 45 min; Potency, µM (titrated, usually from 76.8 µM), inactives show top-dose activity, negative = inhibition, usual class: inhibitors; hit rate 0.12% among 410,000; also: potency is read from the fitted curve at half-maximal effect; % is scaled to controls: 0 for no effect and ±100 for the full control effect; nearly all actives have a fitted effect of over 50% in size
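Enzyme and substrate buffer are dispensed first and compound is pin-transferred. ADP at 130 uM final then starts the reaction, which runs 45 min at room temperature. Detection reagent is added for 10 min before luminescence is imaged.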
Active calls of the source: *; ? = inconclusive; · = not tested or not shown; & = joins results of further samples; [ ] = dose if it differs, or a comment. Unless noted, calls follow the shape of the dose curve; as a rule, active = well fitted curve in the direction sought with a large enough effect; inconclusive = small, poorly fitted or top-dose-only effect, or another doubt; inactive = no such curve, though single readings can be large; an effect the other way counts as inactive or inconclusive.

SMILES	LmPK inhibitor	AMA1 RON2 block	Pf growth 48h	CHX counter	Pf growth 96h	Shiga toxin inh	TbPYK inhibitor
CCOc1cc(C2NC(=O)NC(O)(C(F)(F)F)C2C(=O)c2ccc(OC)cc2)ccc1O (centres undefined)	1%	7%	-3%	1	-7%	5	-2%
CCOc1cc(/C=C(\C#N)C(=O)Nc2ccccn2)ccc1O	2%	-2%	32%[activator]	13*	14%	44	-6%
Cc1ccc(NC2CCCN(C(=O)c3cccc4nccnc34)C2)cc1C (centres undefined)	-1%	16%	-15%	-1	62%[activator]	8	-9%
Nc1n[nH]c(-c2cccc([N+](=O)[O-])c2)n1	1%	2%[11.6 µM]	48%[activator]	-3	16%	-9	0%
N#Cc1ccc(OCC(=O)N2CCN(c3ccc(C(F)(F)F)cn3)CC2)cc1	·	4%	?	·	4.1µM*	·	-16%
Nc1ccc(C(=O)OC2CCOC2=O)cc1[N+](=O)[O-] (centres undefined)	-2%	3%	1%	-2	27%	6	7%
COc1ccc(-c2nc(-n3c(C)c(C(C)=O)c(C(C)=O)c3C)sc2C)cc1	3%	11%	?	8	-1%	-8	-8%
O=C(c1ccc(Cl)cc1)N1CCn2c1nc1ccccc12	-2%	-5%	-15%[5.75 µM]	-4	16%	4	-21%
COc1cc(-c2noc(C3CCCN(C(=O)c4ccccc4)C3)n2)cc(OC)c1OC (centres undefined)	-2%	5%	-17%	-1	?	-14	-1%
Cc1ccc2[nH]c(=O)c(CN(Cc3ccccc3)C(=S)NCCCN(C)C)cc2c1	16µM*	5%	29%	26*	?	48*	-6%
Cc1cc(C)n(CCN(C)C(=O)CCc2nnc(CCC3CCCCC3)o2)n1	4%	-8%	-14%	38*	22%	91*	0%
CCn1cnc2cc(NC(=O)c3ccco3)ccc21	-17%	-18%	294%[activator]	30*	267%[activator]	20	-1%
O=C(NCCCN1CCCC(O)C1)c1cc(COc2ccc(F)cc2F)on1 (centres undefined)	1%	-6%	24%	3	-26%	2	3%
COc1ccccc1NC(=O)c1ccccc1Nc1ccccc1	6%	-5%	5.2µM*	-1	?	21	-3%
O=C(NNC(=O)c1ccc(-c2ccc([N+](=O)[O-])cc2)o1)c1ccncc1	·	37%[activator]	-24%	·	-26%	·	-2%
Cn1c(=N)n(CC(=O)c2ccc(F)cc2)c2ccccc21	-4%	7%	·	37*	191%[activator]	68*	-1%
CC12CC3CC(C)(C1)CC(C(=O)NC(=S)N1CCOCC1)(C3)C2	3%	29%	?	-4	?	20	-9%
O=C(Nc1ccccc1C(=O)NCc1ccco1)Nc1cccc2ccccc12	3%	-9%	?	10	-31%	36	-2%
c1ccc(-c2nnn(C34CC5CC(CC(C5)C3)C4)n2)cc1	4%	16%	37%[activator]	22	·	45	8%
Cc1cc2c(=O)n(CC(=O)NCC(=O)Nc3ccc(C(C)C)cc3)cnc2s1	-3%	19%	20%	-5	?	-10	6%
COc1ccc(NC(=O)CSc2nnc(-c3ccccn3)n2-c2ccccc2)cc1OC	0%	?	-6%	-1	·	-3	-10%
COC(=O)C1C(=O)C(C(=O)/C=C/c2ccccc2)C(=O)CC1(C)C (centres undefined)	0%	17%	?	2	-27%	-13	-6%
COc1cccc(CN(C)CC(=O)Nc2sc3c(c2C#N)CCC3)c1OC	5%	14%	-23%	9	-4%	38	-4%
O=C(c1c(F)cccc1F)N1CCCC(c2nc(-c3cccs3)no2)C1 (centres undefined)	5%	3%	27%	25	8.3µM*	131*	0%
CC(=O)C1=C(O)C(=O)N(CCC(=O)O)C1c1ccc(Cl)cc1Cl (centres undefined)	6%	-1%	·	6	27%	-20	0%

A stretch from further up, for reference:
SMILES	LmPK inhibitor	AMA1 RON2 block	Pf growth 48h	CHX counter	Pf growth 96h	Shiga toxin inh	TbPYK inhibitor
COc1ccc(NC(=O)CSc2nnc(-c3ccccn3)n2-c2ccccc2)cc1OC	0%	?	-6%	-1	·	-3	-10%
COC(=O)C1C(=O)C(C(=O)/C=C/c2ccccc2)C(=O)CC1(C)C (centres undefined)	0%	17%	?	2	-27%	-13	-6%
COc1cccc(CN(C)CC(=O)Nc2sc3c(c2C#N)CCC3)c1OC	5%	14%	-23%	9	-4%	38	-4%
O=C(c1c(F)cccc1F)N1CCCC(c2nc(-c3cccs3)no2)C1 (centres undefined)	5%	3%	27%	25	8.3µM*	131*	0%
CC(=O)C1=C(O)C(=O)N(CCC(=O)O)C1c1ccc(Cl)cc1Cl (centres undefined)	6%	-1%	·	6	27%	-20	0%

(listing goes on)
SMILES	LmPK inhibitor	AMA1 RON2 block	Pf growth 48h	CHX counter	Pf growth 96h	Shiga toxin inh	TbPYK inhibitor
OCCC1CN(Cc2cccc(O)c2)CCN1CCc1ccccc1 (centres undefined)	10%	0%	-22%	1	11%	2	-9%
O=C(CSc1nc(-c2ccccc2)cs1)NC(=O)NCc1ccco1	-2%	1%	?	25*	?	19	-6%
C/C=C/c1ccc(Oc2nnnn2-c2ccc(C(N)=O)cc2)c(OC)c1	4%	4%	?	-4	·	-5	7%
O=C(O)/C=C\C(=O)Nc1ccc(OC(F)F)cc1	1%	4%	-1%	-2	?	-2	-4%
O=S(=O)(Cc1ccccc1)NCC1CCCN(Cc2cccc3nonc23)C1 (centres undefined)	4%	7%	-14%	-2	27%	1	0%
CCn1cc(C(=O)Nc2cccc(NC(C)=O)c2)c2cc(OC)c(OC)cc2c1=O	-2%	-4%	-17%	5	·	-14	-1%
CC1CCCCN1CCNC(=O)CN1C(=O)CSc2ccc(S(=O)(=O)N3CCCCC3)cc21 (centres undefined)	-21%	-5%	1%	-9	?	-6	4%
CC(=O)NS(=O)(=O)c1ccc(NC(=S)NC(=O)C(C)(C)C)cc1	-3%	-3%	29%	1	24%	15	-2%
CSc1ccccc1NC(=O)COC(=O)CCc1ccccc1	0%	0%	12%	4	-3%	-4	3%
Cc1nc2sc(C(c3cccs3)N3CC(C)CC(C)C3)c(O)n2n1 (centres undefined)	-4%	23%	6.6µM*	-3	?	-12	3%
CCCS(=O)(=O)N1CCN(C(=O)c2ccco2)CC1	3%	-4%	·	-1	10%	15	6%
Cc1ccc(C(=O)NC(=S)Nc2ccc(N3CCOCC3)cc2)c(C)c1	1%	11%	?	8	?	7	-1%
CC(CN(C)C)CN1c2ccccc2CCc2ccccc21 (centres undefined)	-2%	-2%	?	-5	?	-13	9%
O=C(CCN1C(=O)c2ccncc2C1=O)NCc1ccc(Cl)cc1	-4%	-9%	20%	1	-10%[5.75 µM]	-16	1%
COc1ccc(S(=O)(=O)N/N=C\c2ccc([N+](=O)[O-])o2)c(OC)c1	-5%	-8%	3%	-3	10µM*	-8	-14%
CC(Sc1nnc2ccccn12)C(=O)NCc1ccc2c(c1)OCO2 (centres undefined)	-1%[11.5 µM]	-2%	?	-4	-2%	-10	-1%
CC1CCC(NC(=O)c2ccc(CS(=O)(=O)Cc3ccccc3F)o2)CC1 (centres undefined)	7%	0%	-4%	-2	?	-9	3%
COc1cc(C(=O)NNC(=O)c2cc(=O)[nH]c3ccccc23)cc(OC)c1OC	·	1%	?	·	3%	·	1%
COc1ccccc1N1CCN(C2CCCN(C(=O)c3ccoc3)C2)CC1 (centres undefined)	-8%	-1%	-3%	9	32%[activator]	-3	0%
CCc1ccc(-n2nnnc2SCC(=O)Nc2ccc(NC(C)=O)cc2)cc1	0%	-4%	0%	3	-20%	4	-4%
CCN(CC)CCNC(=O)c1ccc(NC(=O)Cc2cccc3ccccc23)cc1	1%	-15%	?	-5	?	14	-6%
Cc1cccc(Oc2cc(NC(=O)Cn3cnc([N+](=O)[O-])n3)cc([N+](=O)[O-])c2)c1	4%	-7%[2.32 µM]	?	-1	117%[activator]	-5	-9%
CCOc1ccc(N(CC(=O)Nc2ccccc2OC)S(=O)(=O)c2ccccc2)cc1	-3%	-2%	?	-4	73%[activator]	-15	1%
COc1ccccc1CNC(=O)COC(=O)C1CCN(S(=O)(=O)c2ccccc2)CC1	·	3%	?	·	13%	·	4%
COc1ccc(CC(=O)N2CCN(c3cccc(C)c3C)CC2)cc1	-1%	-6%	11%	0	-12%	12	-5%
(continued)
SMILES	LmPK inhibitor	AMA1 RON2 block	Pf growth 48h	CHX counter	Pf growth 96h	Shiga toxin inh	TbPYK inhibitor
O=C(c1ccoc1)N1CCC2(CC1)Oc1ccc(F)cc1C(=O)C21CC(c2ccc(Cl)cc2)=NO1 (centres undefined)	2%	-5%	?	-4	-8%	10	0%
CN(CCC#N)C(=O)c1cc2c(Cl)nc3ccccc3c2s1	-4%	4%	-4%	-7	-22%	-8	-16%
O=C(O)CC/C(=N/NC(=O)CNC(=O)Cc1ccc(Cl)cc1)c1ccccc1	-7%	14%	4%	-3	23%	-13	-1%
COc1ccc(C2=NN(C(=O)c3ccccc3)C(c3ccccc3)C2)c(O)c1 (centres undefined)	3%	7%	-12%	-3	3%	-10	-9%
Cc1ccsc1C=Nc1ccc(O)cc1	-19%	23%	?	15*	16%	34	-14%
O=C(CSc1nc2ccccc2s1)NCc1ccc2c(c1)OCO2	-1%	-9%	8%	21	-16%	-1	2%
COc1ccc(NC(=S)NC(=O)c2ccc(Br)o2)cc1	-1%	54%[activator]	0%	67*	23%	96*	2%
COc1cccc(Nc2ncc(C#N)c(N)n2)c1	-12%	19%	7%	39*	?	81*	-6%
CC(=O)c1cc2c(cc1NC(=O)C1CCC1)OCO2	8%	-2%	27%	2	19%	-4	2%
CC(=O)c1ccc(N2CCN(C(=O)Nc3ccc(C(C)C)cc3)CC2)cc1	0%	2%	?	8	1%	38	0%&0%
O=C(c1ccc(C#CC2(O)CCCCC2)cc1)N1CCN(Cc2ccccc2)CC1	4%	-1%	?	-2	10µM*	-26	-9%
COc1ccccc1-c1nc2ccccc2nc1-c1ccccc1OC	5%	-5%	?	-3	?	-10	3%
COc1cc2c(cc1OC)C(c1cccc(Br)c1)CC(=O)N2 (centres undefined)	-3%	-7%	-2%	-3	?	-16	-2%
CCn1cc(C(C)NC(=O)Nc2ccc3c(c2)OCO3)c(C)n1 (centres undefined)	-2%	7%	10%	6	?	16	1%
CC(=O)c1ccc(N2CCN(c3ccccc3O)CC2)c([N+](=O)[O-])c1	0%	-21%	0%	6.0*	16%	2	-2%
CCOC(=O)C1(CCOC)CCN(Cc2nc(-c3cccs3)oc2C)CC1	4%	4%	19%	9	5%	-3	0%
O=C(COC(=O)c1ccco1)NCCc1ccc(Cl)cc1	·	-4%	0%	·	-2%	·	-8%
CN1CCN(C(=O)c2ccc3c(c2)N(Cc2ccc(Cl)cc2)C(=O)c2ccccc2S3=O)CC1 (centres undefined)	2%	3%	10µM*	-3	-19%	-18	4%
CC(=O)Oc1ccc(/C=C(\NC(=O)c2ccco2)C(=O)NCc2ccco2)cc1	-4%	-17%	24%	1	18%	-6	5%
CCC(=O)c1ccc(O)c(CC=C(C)C)c1	1%	-5%	?	-5	?	17	-3%
